# Xi reactivation = activators of inactive X chromosome reactivation, primary screen, imaging, XiGFP fibroblasts, GFP high-content imaging, set 2. XiGFP mouse fibroblasts, % GFP-positive cells imaging, 3 d; cells co-treated with 5-aza-dC sensitizer; scaled so ellipticine positive control = 100%. activation, % at 7.58 µM. hit rate 0.055% among 360,000;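 active = mean normalized replicate activation at least 10% and every replicate at or above 10%; inconclusive = only one of the two criteria met; inactive = mean below 10% and not all replicates reach 10%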;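 note: 0% = median of on-plate neutral control wells and 100% = ellipticine 6 µM median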
#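 Assay system – SV40-immortalized XiGFP fibroblast cells, line 68-5-11 · Buffer or medium – DMEM supplemented with 5-aza-dC as sensitizing agent · Dosing – one concentration, pinned · Benchmarks – positive control ellipticine, 6 µM final · Times – 3 days compound exposure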
# RAD52 anneal inh = RAD52 DNA annealing inhibitors, primary screen, biochemical, FRET, single point, set 2. DNA repair protein RAD52 homolog (Homo sapiens), P43351. recombinant RAD52 DNA annealing, FRET fluorescence. inhibition, % at 18.7 µM. hit rate 0.46% among 360,000. AID 651710, 2012;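 active = every replicate showing at least 50% inhibition; inconclusive = mean inhibition at least 50% but not in every replicate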
# Target sequence (P43351 whole entry, looked up): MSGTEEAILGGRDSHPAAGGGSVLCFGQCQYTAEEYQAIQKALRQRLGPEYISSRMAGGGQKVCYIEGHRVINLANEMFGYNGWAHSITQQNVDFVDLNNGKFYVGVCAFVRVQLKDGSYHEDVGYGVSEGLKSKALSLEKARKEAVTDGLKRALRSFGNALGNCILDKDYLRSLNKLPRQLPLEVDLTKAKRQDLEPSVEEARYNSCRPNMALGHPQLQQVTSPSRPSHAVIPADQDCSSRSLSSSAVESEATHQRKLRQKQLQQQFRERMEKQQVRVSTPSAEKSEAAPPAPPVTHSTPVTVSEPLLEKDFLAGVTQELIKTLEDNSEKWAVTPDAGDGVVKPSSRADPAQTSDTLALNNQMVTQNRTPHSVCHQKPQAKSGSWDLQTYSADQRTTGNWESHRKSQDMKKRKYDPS
# F508del corr = F508del CFTR correction, initial screen, CFBE line, single point. CFBE cells, YFP halide quenching; stimulated with forskolin plus potentiator P3; % fluorescence drop versus neutral controls. activity (quench increase), % at 7.58 µM. hit rate 0.36% among 350,000;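 active = mean added fluorescence quench of at least 8% versus neutral control, with both replicates also reaching 8%; inconclusive = only one of the mean or replicate conditions met; inactive = mean below 8% and not both replicates reaching 8%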;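 note: cells transiently co-express mutant CFTR-F508del with the halide-sensitive YFP; corrector assay measuring rescue of mutant channel to the surface after 24 h compound exposure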
# CASP6 VEID inh = human caspase-6 inhibitors, primary screen, biochemical, VEID-R110 fluorescence, single point, set 2; P55212; purified caspase-6, Z-VEID-R110 cleavage fluorescence; inhibition, % at 12.5 µM; hit rate 0.53% among 350,000; AID 686996, 2013;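 active = mean inhibition across replicates at least about 35%, with every replicate also reaching that limit, limit read from the data; inconclusive = only one of the two criteria met; inactive = neither criterion met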;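 note: 0% = median of neutral control wells and 100% = no fluorescence left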
# E-sel inducer = E-selectin induction in HUVECs, primary screen, imaging, HUVEC, immunofluorescence imaging, single point | P16581 | normalized: neutral wells 0, TNF-alpha wells 100 | activation, % at 7.58 µM | hit rate 0.37% among 260,000;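 active = mean E-selectin-positive cell signal at least 10% of the positive control, reached in at least 60% of replicates, without over 20% cell loss; inconclusive = no rule given, readout overlaps actives, possibly toxicity-flagged; inactive = the rest, including those meeting only one limit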;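 note: in these data hits start at about 27%; measured in HUVEC primary endothelial cells; signal is the percent of cells scored E-selectin positive by PE staining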
# Target sequence (P16581 whole entry, looked up): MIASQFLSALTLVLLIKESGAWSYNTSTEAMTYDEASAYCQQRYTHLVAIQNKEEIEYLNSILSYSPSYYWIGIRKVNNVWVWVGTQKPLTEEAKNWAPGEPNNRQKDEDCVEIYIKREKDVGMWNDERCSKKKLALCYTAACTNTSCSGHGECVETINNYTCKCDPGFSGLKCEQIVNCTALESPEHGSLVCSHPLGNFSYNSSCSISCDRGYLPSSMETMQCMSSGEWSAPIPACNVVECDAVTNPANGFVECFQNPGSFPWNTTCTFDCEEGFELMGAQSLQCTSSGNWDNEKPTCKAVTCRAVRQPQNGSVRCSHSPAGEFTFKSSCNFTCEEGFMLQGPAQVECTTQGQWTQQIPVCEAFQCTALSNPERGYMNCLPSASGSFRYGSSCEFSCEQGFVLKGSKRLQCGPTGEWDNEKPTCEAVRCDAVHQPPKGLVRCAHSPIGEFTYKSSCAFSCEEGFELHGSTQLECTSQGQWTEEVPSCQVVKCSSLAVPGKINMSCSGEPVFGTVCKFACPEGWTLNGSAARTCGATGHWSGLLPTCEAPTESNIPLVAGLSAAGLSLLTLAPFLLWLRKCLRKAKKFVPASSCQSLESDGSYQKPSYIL
#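 Assay system: HUVEC primary endothelial cells. Input: 3,000 HUVEC seeded per well. Doses: one compound dose added by pin transfer. Read-out basis: % PE-positive cells. Benchmarks: TNF-alpha high, DMSO low. Detection: immunofluorescence imaging. Buffer or medium: EGM-2, gelatin.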
# GSIS activator = GLuc luminescence reporter in INS-1E cells, primary screen for activators of glucose-dependent secretion of insulin. hit rate 0.61% among 370,000. INS-1E GLuc reporter insulin secretion, 2-3 h. activation, % at 16.6 µM;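 active = lowest replicate activation of at least 40%, so every replicate reaches that level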;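 note: 0% = median of neutral control wells and 100% = median of IBMX positive control wells; some compounds called inactive have numbers as strong as hits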
# RAD54 inh = inhibitors of human RAD54 branch migration, primary screen, biochemical, fluorescence, single point. DNA repair and recombination protein RAD54-like (Homo sapiens), Q92698. inhibition, % at 10.4 µM. hit rate 0.14% among 360,000. AID 602329, 2012. RAD54 Holliday junction branch migration, FAM/BHQ fluorescence;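 active = mean normalized replicate activity at least 40 and at least half of replicates scoring 40 or more; inconclusive = only one of the two criteria met; inactive = mean below 40 and under half of replicates reaching 40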;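 note: 0% = median of neutral control wells and 100% = median of positive control wells; inhibitors cause a drop in the FAM fluorescence signal; in these data hits start at about 50%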
# DENV2 CPE rescue = inhibitors of DENV2 cytopathic effect, primary screen, cell-based, plate reader, single concentration; DENV2-infected cells, cytopathic effect rescue; CPE inhibition, % at 9.99 µM; hit rate 1.7% among 350,000; AID 651640, 2012; in the data active = CPE inhibition above about 20%, passing the limit was not always enough; inconclusive = no clear call, values can overlap the other calls; tested in BHK-21 cells;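 note: 0% = median of neutral control wells and 100% = median of positive control wells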
# * hit, by the source's call; ? = inconclusive; . = no result given; & = joins results of further samples.
Compound	GSIS activator	RAD54 inh	Xi reactivation	E-sel inducer	F508del corr	RAD52 anneal inh	CASP6 VEID inh	DENV2 CPE rescue
Cc1ccc(NC(=O)N2CCCC2C(=O)Nc2ccc3c(c2)OCCO3)cc1 (centres undefined)	9	3	-0.1	1.0	0.5	-6	-2	-5
O=C(CSc1ccccc1)NCCSCc1ccccc1	3	-4	0.4	0.2	.	.	.	.
O=C(C[C@H]1CC[C@@H](NS(=O)(=O)c2cccc(F)c2)[C@@H](CO)O1)NCc1ccc2c(c1)OCO2	2	4	0.1	-0.1	-0.3	5	0	3
O=C(Nc1ccc(F)c(Cl)c1)c1csc([C@@H]2O[C@H](CO)[C@H](O)[C@H](O)[C@H]2O)n1	.	-4	-0.2	.	3.8	-6	1	-14
Cc1cc(C)c2nc(C)cc(Nc3ccc(C(=O)NCCO)cc3)c2c1	11	50*	0.0	0.1	0.0	6	-1	-3
O=C(Cc1ccccc1[N+](=O)[O-])OCC(=O)c1c[nH]c2ccccc12	6	.	-0.1	1.3	-3.9	-9	-1	-7
C/C(=N\NC1=NCCN1)c1ccccc1	7	-3	0.1	-0.1	-1.2	-20	-1	-7
COCCn1c(C)cc(/C=C(\C#N)C(=O)OCC(=O)Nc2ccc(S(N)(=O)=O)cc2)c1C	0	5	0.0	1.1	4.2	-18	2	-7
CCCc1c(C(=O)N2CCN(c3ccccc3OC)CC2)cnn1-c1ccccc1	10	.	0.0	0.0	0.0	-4	2	-1
O=c1oc2ccccc2cc1-c1ccc(O)cc1	-4	.	0.4	-2.2	.	-12	2	5
CC1C(=O)N(Cc2cn(CCC3OCCCO3)nn2)CCS(=O)(=O)N1Cc1ccc(-c2cccc(CO)c2)cc1 (centres undefined)	37	3	0.1	.	0.5	-17	-1	4
C/C=C/[C@@H](CCn1cc(CCO)nn1)[Si](C)(C)c1ccc(OC)cc1	.	-6	.	.	-0.1	6	12	1
CCCCNC(=S)N(C)/N=C/c1ccc(OCC(=O)Nc2ccc(OC)cc2)c(OC)c1	6	.	0.0	.	0.1	-16	6	0
CC(=O)c1c(C)[nH]c(C(=O)N2CCN(c3ccc(F)cc3)CC2)c1C	-26	-8	.	.	-1.4	-12	-2	.
C[C@H]1CN([C@@H](C)CO)C(=O)c2cc(NC(=O)Cc3ccccc3)ccc2O[C@H]1CN(C)C(=O)NC1CCCCC1	-4	10	-0.8	-6.8	1.3	11	1	-7
COc1ccc(/C=C/c2ccc3cccc(O)c3n2)c(OC)c1OC	-4	1	?	0.3	-2.1	-21	-3	5
CC(C)CC#Cc1ccc2c(c1)O[C@H](CN(C)Cc1cccnc1)[C@@H](C)CN([C@H](C)CO)S2(=O)=O	-17	-7	0.4	0.5	-6.4	10	-2	7
CCCNC(=O)N(C)C[C@@H]1Oc2ncc(Br)cc2C(=O)N([C@@H](C)CO)C[C@H]1C	1	2	-0.5	-0.4	-1.1	-8	-3	-4
Cc1sc(NC(=O)Cn2cnnn2)nc1-c1ccc(Cl)cc1	-6	.	0.0	.	1.3	-20	2	0
Cc1onc(-c2ccccc2)c1NC(=O)N(CCC#N)Cc1cccs1	6	17	0.0	.	1.2	2	-2	1
NC(=O)c1ccsc1NC(=O)C1CCN(S(=O)(=O)c2cccs2)CC1	-1	.	-0.1	.	-5.8	-1	0	2
O=C(CNC(=O)C12CC3CC(CC(C3)C1)C2)OCC(=O)N1CCCCC1	-5	-14	0.0	.	-2.8	-12	5	10
O=C(c1ccc2c(c1)OCO2)N1CCc2ccccc21	13	.	0.4	.	1.6	-19	1	0
C=C1CCC[C@]2(C)C[C@H]3OC(=O)C(CN4CC(C)OC(C)C4)[C@H]3C[C@@H]12 (some centres undefined)	-8	-7	0.1	-0.4	-4.4	-8	-3	?
CCOc1ccc(NC(c2ccccc2)P(=O)(OC)OC)cc1 (centres undefined)	-14	-1	0.0	.	-1.4	-2	0	10
C[C@@H]1CN([C@@H](C)CO)C(=O)c2cccc(NC(=O)c3cnccn3)c2O[C@@H]1CN(C)C(=O)Nc1ccc(C(F)(F)F)cc1	-20	2	0.0	.	-1.2	6	1	4
CN(C)CC(=O)Nc1ccc2c(c1)[C@H]1C[C@H](CC(=O)N(C)C)O[C@H](CO)[C@H]1O2	0	4	0.0	-0.5	0.4	-1	1	-1
COc1ccc(O)c(CNn2c(-c3ccc(Br)cc3)nc3ccccc3c2=O)c1	-20	.	0.0	.	6.5	-12	-1	-7
CN(C)CCCN1c2ccccc2Sc2ccc(Cl)cc21	-29	26&17	-0.1&5.0	0.1&1.4	0.7&-1.9	101*	1	?
CCCNC(=O)C[C@@H]1CC[C@@H]2[C@H](COc3ccc(NC(=O)CCC)cc3C(=O)N2C)O1	0	6	0.4	-0.1	-0.8	14	0	-11
CC(=O)NC[C@H]1[C@H](c2ccc(C3=CCCC3)cc2)[C@H](CO)N1C(=O)NC(C)C	1	-7	0.3	0.1	0.6	.	.	?
CCc1ncc(CN2CCCCC2C(=O)Nc2ccc(Oc3ccccc3)nc2)cn1 (centres undefined)	-10	0	0.0	0.0	1.0	-13	-1	12
COc1ccc(Br)cc1/C=C/C(=O)Nc1ccc(C)cc1	-33	-1	0.1	8.9	.	.	.	.
Cc1[nH]nc2c1C(c1cccs1)C1=C(CCCC1=O)N2 (centres undefined)	8	.	0.0	1.5	-1.3	-9	-1	2
COc1cccc(N(CC(=O)NC2CC3CCC2C3)S(=O)(=O)c2ccccc2)c1 (centres undefined)	-11	7	0.2	0.3	-1.8	-7	-3	-4
O=C(Nc1ccccc1N1CCCCC1)c1cnccn1	2	-2	6.3	.	2.7	-13	-2	-3
CC(=O)Nc1cccc(-c2cc(C)c3cc4c(cc3n2)OCO4)c1	17	27	0.0	0.2	-1.0	22	8	-3
S=c1nc(-c2ccccc2)[nH]c2ccccc12	0	3	0.0	.	-4.2	-7	4	4
O=C(NCc1cc(F)cc(F)c1)[C@H]1[C@H](CO)[C@H]2Cn3c(cccc3=O)[C@@H]1N2	7	-3	0.1	-0.1	.	-4	2	-6
O=C(CNC(=O)c1ccc(Cl)cc1Cl)OCc1nnc(-c2ccccc2Br)o1	-4	.	0.1	-0.1	0.4	-18	0	5
Cc1ccc(S(=O)(=O)Nc2cccc(N(C)S(C)(=O)=O)c2)cc1[N+](=O)[O-]	-13	.	0.2	8.6	-0.3	-7	-5	-3
C[C@@H]1CCCCO[C@H](CN(C)S(=O)(=O)c2cccs2)[C@H](C)CN([C@@H](C)CO)C(=O)c2cc(NC(=O)Nc3ccc4c(c3)OCO4)ccc2O1	5	-5	0.0	0.1	0.8	-34	-1	11
CCCNC(=O)Nc1ccc2c(c1)OC[C@@H](C)N(Cc1cncnc1)C[C@@H](C)[C@H](OC)CN(C)C2=O	-2	-4	0.4	-0.1	2.6	-6	-7	-2
CC1CCCC(NC(=O)c2cccc(N3CCCC3=O)c2)C1C (centres undefined)	2	.	0.1	-0.3	0.2	-12	1	3
N#CCCN1CCN(S(=O)(=O)c2ccc(S(=O)(=O)NCC3CCCO3)cc2)CC1 (centres undefined)	10	0	0.1	1.6	-0.6	0	1	-3
Cc1ccc(C(=O)Nc2nnc(C)s2)cc1	7	-4	0.0	.	.	0	-9	-3
COc1cccc(OC)c1OCCCOc1cccc2cccnc12	8	-6	0.1	-1.1	-1.0	-1	1	4
CCOC(=O)C1(NC(=O)C2(N3C(=O)c4ccccc4C3=O)CCCC2)CCCC1	-23	1	-0.1	-0.1	3.0	-8	-2	2
Cc1ccc(S(=O)(=O)N2C[C@H]3C(=O)C[C@@H](c4ccc(Cl)cc4)N(S(=O)(=O)c4ccccc4C)[C@H]3C[C@H]2c2cccc(Cl)c2)cc1	33	2	0.2	-10	-0.4	0	-3	-9
CCCn1c(=O)c(C(=O)Nc2cc(C)ccn2)c(O)c2ccccc21	5	5	-0.1	-0.2	-1.2	-76	1	-9

# Next entries follow:
Compound	GSIS activator	RAD54 inh	Xi reactivation	E-sel inducer	F508del corr	RAD52 anneal inh	CASP6 VEID inh	DENV2 CPE rescue
O=C(CSc1nnc2nnc3ccccc3n12)N1CCOCC1	2	-10	0.0	-0.6	-1.3	-14	-7	-3
C=C1C[C@H](O[C@@H]2O[C@H](CO)[C@@H](O)[C@H](O)[C@H]2O)[C@@H]2[C@H](OC(=O)[C@H]2C)[C@H]2[C@H](C)[C@@H](O)C[C@@H]12	21	-9	0.0	-0.1	0.0	-12	2	18
COc1ccc(S(=O)(=O)N(C)C[C@@H]2Oc3ccc(N(C)C)cc3CC(=O)N([C@@H](C)CO)C[C@H]2C)cc1	-3	5	0.1	0.0	0.0	-1	2	-2
CN(Cc1ccon1)C(=O)CCc1nnc(Cc2ccc(-c3ccccc3)cc2)o1	-7	-3	0.0	.	0.0	-16	-1	-4
C[C@H]1CN([C@@H](C)CO)C(=O)c2c(c3ccccc3n2C)-c2ccccc2CO[C@@H]1CN(C)C(=O)Nc1ccccc1	-25	0	0.0	-0.2	-4.8	11	0	-5
COc1ccc(CC(=O)N/N=C/c2ccc(Cl)s2)cc1OC	14	-1	0.0	.	-3.6	4	1	-1
COc1ccc(OC)c(NC(=O)C2(C)CCN2C(=O)C(C)(C)c2ccccc2)c1 (centres undefined)	-30	-4	0.2	-0.1	-0.7	-6	0	-19
O=C(NCCN1CCN(C(=O)c2ccc(F)cc2)CC1)c1ccc(F)cc1	27	6	0.0	-0.4	-3.0	-14	0	-4
COC(=O)c1sccc1NC(=O)COc1ccc(Cl)cc1	14	.	0.1	.	-0.9	9	-1	17
COc1ccc(C(=O)N/N=C/c2ccc(OC)c(COc3c(F)c(F)cc(F)c3F)c2)cc1	10	2	0.0	0.4	-1.1	-1	1	2
COc1cc(C(N)=O)cc(Cl)c1OC	.	.	0.0	.	-2.4	4	-3	1
O=c1onc(-c2cccnc2)n1-c1ccccc1F	.	5	0.1	-0.1	1.0	-15	-4	16
CN(C)/C=N/c1nc2ccc3c(c2s1)CCCC3	32	14	.	.	-1.2	-15	.	0
C[C@H](CO)N1C[C@H](C)[C@@H](CN(C)C(=O)Nc2ccc(C(F)(F)F)cc2)OCCCC[C@H](C)Oc2ccc(NS(=O)(=O)c3cn(C)cn3)cc2C1=O	-15	-8	0.2	0.1	-1.2	-32	0	-9
O=C(Nc1ccccc1F)C(c1ccccc1)c1ccccc1	.	.	0.1	0.0	-0.5	6	3	3
O=C(NCc1ccccc1)[C@@]1(Cc2ccccc2)N=C(c2ccc(OCCCO)cc2)O[C@H]1c1ccccc1	.	-13	.	.	-1.8	-23	1	-3
CCOc1ccc(NC(=O)CCc2nnc3ccc(N4CCC(C)CC4)nn23)cc1	-34	-6	0.1	.	-1.9	-8	1	-7
CCC(=O)OCCn1c(=O)c2ccccc2c2ccccc2c1=O	8	.	0.1	4.6	3.1	-9	-1	-7

# Source: PubChem BioAssay (Broad Institute)
